UGM FP inh: blocks M. tuberculosis UGM enzyme | P9WIQ1 | purified UGM, fluorescence polarization probe displacement | inhibition, % at 10 µM | 0.06% of 320,000 active; in the data active = inhibition above about 10%, passing the limit was not always enough; inconclusive = no clear call, values can overlap the other calls
Target sequence (P9WIQ1 whole entry, looked up): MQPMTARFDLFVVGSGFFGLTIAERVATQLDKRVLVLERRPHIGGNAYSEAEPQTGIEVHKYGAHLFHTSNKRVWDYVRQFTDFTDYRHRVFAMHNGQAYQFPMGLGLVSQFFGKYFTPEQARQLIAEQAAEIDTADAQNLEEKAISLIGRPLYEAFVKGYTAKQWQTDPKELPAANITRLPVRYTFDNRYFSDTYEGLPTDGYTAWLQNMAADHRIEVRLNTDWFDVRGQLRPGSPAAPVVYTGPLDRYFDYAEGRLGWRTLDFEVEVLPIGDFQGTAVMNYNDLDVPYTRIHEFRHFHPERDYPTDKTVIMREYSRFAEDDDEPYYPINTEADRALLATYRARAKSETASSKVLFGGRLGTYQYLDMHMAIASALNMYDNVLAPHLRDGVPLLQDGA
Rv3671c inh: inhibitors of M. tuberculosis serine protease Rv3671c; P9WHR9; inhibition, % at 5.96 µM; 0.048% of 320,000 active; AID 2606; in the data active = inhibition above about 38%;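 also: extracellular domain of Rv3671c used as enzyme; 0% = enzyme with DMSO and 100% = no enzyme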
Mtb BioA inh: inhibitors of Mycobacterium tuberculosis BioA enzyme. purified M. tuberculosis BioA enzyme, plate reader. inhibition, % at 9.99 µM. 0.096% of 360,000 active. AID 602481; in the data active = inhibition above about 40%; inconclusive = no clear call, values can overlap the other calls
BoNT F protease: inhibitors of Botulinum neurotoxin F light chain protease; 0.22% of 360,000 active; inhibition, % at 10 µM; Multiplex microsphere protease cleavage assay, flow cytometry; in the data active = inhibition above about 35%, passing the limit was not always enough; inconclusive = no clear call, values can overlap the other calls; also: plate controls were buffer without enzyme for full effect and enzyme alone for no effect
PrPC surface inh: reduces human prion protein on the cell surface; P04156; cell surface PrPC, TR-FRET read-out; inhibition, % at 13.8 µM; 0.43% of 370,000 active; AID 720596; in the data active = inhibition above about 24%; also: 0% = median of the test wells and 100% = reference compound wells
GDH-TPI inh: inhibits GDH-TPI coupling enzymes, artifact for Mtb FBA screen; GDH-TPI coupled enzyme counterscreen, NADH absorbance; inhibition, % at 4.8 µM; 1.2% of 360,000 active; in the data active = inhibition above about 30%;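 also: 0% = DMSO wells and 100% = wells lacking the enzyme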
FBA Mtb inh: inhibits M. tuberculosis FBA enzyme | P9WQA3 | purified M. tuberculosis FBA, fluorescence read-out | inhibition, % at 1 µM | 2.3% of 360,000 active | AID 588726; in the data active = inhibition above about 27%;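 also: 0% = vehicle and 100% = reference inhibitor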
Target sequence (P9WQA3 whole entry, looked up): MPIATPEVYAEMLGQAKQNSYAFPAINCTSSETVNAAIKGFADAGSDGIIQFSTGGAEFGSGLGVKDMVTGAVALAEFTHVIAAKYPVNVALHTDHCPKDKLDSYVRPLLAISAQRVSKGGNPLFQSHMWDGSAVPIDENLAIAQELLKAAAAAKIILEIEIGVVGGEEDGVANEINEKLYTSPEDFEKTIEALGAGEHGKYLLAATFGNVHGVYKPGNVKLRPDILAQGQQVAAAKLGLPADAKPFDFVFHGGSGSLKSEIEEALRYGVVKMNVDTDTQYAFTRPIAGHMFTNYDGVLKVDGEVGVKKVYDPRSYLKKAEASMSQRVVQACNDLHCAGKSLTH
MazEF act: increases E. coli MazEF RNase cleavage of RNA. FAM/BHQ RNA-DNA oligo cleavage fluorescence, 5 h. activation, % at 20 µM. 0.32% of 350,000 active; in the data active = activation above about 50%
Target sequence (P0AE70 whole entry, looked up): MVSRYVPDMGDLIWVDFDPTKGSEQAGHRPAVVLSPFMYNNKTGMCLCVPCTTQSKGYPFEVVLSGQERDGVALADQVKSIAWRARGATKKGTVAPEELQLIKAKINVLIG
FadD28 binding: inhibitors of Mycobacterium tuberculosis FadD28 bisubstrate binding; AID 588549; 0.22% of 360,000 active; inhibition, % at 12.5 µM; FadD28 bisubstrate probe binding, fluorescence polarization; in the data active = inhibition above about 8.5%, passing the limit was not always enough; inconclusive = no clear call, values can overlap the other calls
* = called active by the depositor; ? = inconclusive; . = no result given; & = joins results of further samples. Hits appear at their usual frequency; overall some 4.8% were active at least once.

SMILES	UGM FP inh	Rv3671c inh	Mtb BioA inh	BoNT F protease	PrPC surface inh	GDH-TPI inh	FBA Mtb inh	MazEF act	FadD28 binding
O=C(O)c1cc(-c2ccc(/C=N/N3C(=O)C4C5C=CC(CC5)C4C3=O)o2)ccc1Cl (stereo unspecified)	0.2	0	.	-1	-12	23	4	-1	-0.4
Cc1ccsc1-c1nc(C(N)=O)c2[nH]c(=O)n(-c3ccc(Cl)cc3)c2n1	4.4	10	-4.2	-2	2	10	1	-24	-0.2
Nc1ccc(N=Nc2ccccc2O)c(N)c1	1.0	-7	0.3	.	-17	1	-5	-2	0.9
Cc1nn(-c2ccccc2)c(N2CCCC2)c1/C=N/Nc1ccc(S(N)(=O)=O)cc1[N+](=O)[O-]	0.5	11	.	-17	-2	15	-2	6	-2.7
FC(F)(F)c1ccc(CNCCc2ccc3c(c2)OCO3)cc1	1.4	4	-0.3	71*	2	1	4	0	-1.3
Cc1ccc(C(=O)c2c3ccc([N+](=O)[O-])cc3[n+]([O-])n2CCCN)cc1	-2.6	-8	-0.5	-36	-18	11	1	25	-2.6
Cc1cccc(OCc2nnc(SC(C)C(=O)O)n2Cc2ccccc2)c1 (stereo unspecified)	3.0	-2	1.0	0	6	-2	6	3	-0.1
CC1CCN(S(=O)(=O)c2ccc(Br)s2)CC1	-0.1	2	-1.2	-3	6	16	2	2	-3.0
O=C(CN1CCOCC1)Nc1scc2c1c(=O)oc1ccccc12	1.0	-2	-0.8	-4	6	1	2	8	-1.4
O=c1c(C(c2ccc(F)cc2)c2c(O)nc3n(c2=O)CCCS3)c(O)nc2n1CCCS2	1.0	1	0.1	?	7	2	4	3	-1.1
CC(=O)N1N=C(c2ccccc2O)CC1c1cccs1 (stereo unspecified)	1.8	-3	-2.1	-8	0	15	6	-17	1.0
CCOC(=O)CCc1nc2ccccc2[nH]c1=O	-1.5	-3	-0.4	26	-5	8	5	7	-0.5
COc1ccc(OC)c(C2C(C(C)=O)=C(C)Nc3ncnn32)c1 (stereo unspecified)	2.7	6	0.1	?	2	13	1	0	-2.9
Cn1cc([N+](=O)[O-])c(C(=O)Nc2ccc3nc(-c4ccccc4)[nH]c3c2)n1	2.8	4	.	-24	-31	22	10	2	-1.3
CN1C(=O)CC(c2cn(Cc3ccccc3)c3ccccc23)C1=O (stereo unspecified)	1.0	1	.	-18	-2	3	6	-10	-0.2
CCS(=O)(=O)N1CCC(C(=O)NCc2cccnc2)CC1	-1.6	-9	0.2	-3	-5	6	-1	5	-3.9
Cn1c(-c2ccccc2)cnc1SCC(N)=O	0.4	-7	-0.1	6	3	-8	2	5	-2.0
Cc1cc(C)c(S(=O)(=O)NC2CC(C)(C)NC(C)(C)C2)cc1C	2.8	3	-2.9	-30	-14	8	15	4	-0.7
Cc1cc(SCC(=O)c2ccccc2)nc(SCC(=O)c2ccccc2)n1	-2.2	-10	5.1	6	1	0	3	14	-0.7
Cc1ccc(NC(=O)c2ccc3c(c2)OCCO3)cc1C	3.2	-9	-0.2	-5	0	7	4	6	-1.6
CCOc1ccc(-c2nnc(N)s2)cc1	-1.9	-6	-0.7	-6	-1	7	4	9	-3.7
CCn1c2ccccc2c2nnc(SCC(=O)Nc3ccc4c(c3)OCO4)nc21	2.1	1	32	-12	0	6	6	6	-1.6
Nc1c(/C=C2/C=CC(=O)C(O)=C2)c(=O)nc2sc(CC(=O)N3CCCCC3)nn12	-9.4	-13	-0.7	1	10	23	3	-40	?
O=C(c1ccc(Cl)c([N+](=O)[O-])c1)N1CCCc2ccccc21	-3.8	3	2.1	?	-18	-3	-1	3	-1.9
COCCNC(=O)C(c1ccc(C)o1)N(Cc1cccs1)C(=O)c1snc(C(N)=O)c1N (stereo unspecified)	1.4	-9	-1.2	-12	4	20	8	-4	-1.8
COc1ccc(S(=O)(=O)Nc2cccc(S(=O)(=O)N3CCCCCC3)c2)cc1	-0.8	2	-1.0	-3	4	11	1	2	-2.0
Cc1cccc(C)c1NC(=O)N1CCN(C2CCCCC2)CC1	0.9	9	-1.6	-3	1	-11	2	-4	1.3
C/C(N)=C(/C#N)C(=O)CSc1nc2cc(Cl)ccc2s1	-1.8	-20	.	-5	7	-4	1	-13	1.1
CC(=O)Nc1oc(-c2cccc3ccccc23)nc1C#N	-0.9	-8	7.8	-6	-2	5	164*	7	-6.3
Cc1nc2ccc(-c3ccccc3)cc2o1	0.0	1	-0.7	23	-5	2	-2	3	-0.6

Whole records as entered above.
Cc1nc2ccc(-c3ccccc3)cc2o1 is entered as UGM FP inh: 0.0; Rv3671c inh: 1; Mtb BioA inh: -0.7; BoNT F protease: 23; PrPC surface inh: -5; GDH-TPI inh: 2; FBA Mtb inh: -2; MazEF act: 3; FadD28 binding: -0.6
O=C(c1ccc(Cl)c([N+](=O)[O-])c1)N1CCCc2ccccc21 is entered as UGM FP inh: -3.8; Rv3671c inh: 3; Mtb BioA inh: 2.1; BoNT F protease: ?; PrPC surface inh: -18; GDH-TPI inh: -3; FBA Mtb inh: -1; MazEF act: 3; FadD28 binding: -1.9

Six neighbouring records from above, for reference:
SMILES	UGM FP inh	Rv3671c inh	Mtb BioA inh	BoNT F protease	PrPC surface inh	GDH-TPI inh	FBA Mtb inh	MazEF act	FadD28 binding
O=C(O)c1cc(-c2ccc(/C=N/N3C(=O)C4C5C=CC(CC5)C4C3=O)o2)ccc1Cl (stereo unspecified)	0.2	0	.	-1	-12	23	4	-1	-0.4
Cc1ccsc1-c1nc(C(N)=O)c2[nH]c(=O)n(-c3ccc(Cl)cc3)c2n1	4.4	10	-4.2	-2	2	10	1	-24	-0.2
Nc1ccc(N=Nc2ccccc2O)c(N)c1	1.0	-7	0.3	.	-17	1	-5	-2	0.9
Cc1nn(-c2ccccc2)c(N2CCCC2)c1/C=N/Nc1ccc(S(N)(=O)=O)cc1[N+](=O)[O-]	0.5	11	.	-17	-2	15	-2	6	-2.7
FC(F)(F)c1ccc(CNCCc2ccc3c(c2)OCO3)cc1	1.4	4	-0.3	71*	2	1	4	0	-1.3
Cc1ccc(C(=O)c2c3ccc([N+](=O)[O-])cc3[n+]([O-])n2CCCN)cc1	-2.6	-8	-0.5	-36	-18	11	1	25	-2.6

Other structures follow:
SMILES	UGM FP inh	Rv3671c inh	Mtb BioA inh	BoNT F protease	PrPC surface inh	GDH-TPI inh	FBA Mtb inh	MazEF act	FadD28 binding
Brc1cccc(-c2nnc3sc(CNCc4ccco4)cn23)c1	.	-7	3.4	-9	-4	13	3	7	-4.4
CC(C)CNC(=O)C(=O)NCC1OCCCN1S(=O)(=O)c1ccc2c(c1)OCCO2 (stereo unspecified)	-1.7	4	-2.6	10	-8	1	0	-1	0.3
Cc1ccc(CC(=O)Nc2ccc(F)c([N+](=O)[O-])c2)cc1C	-2.5	-5	.	0	-6	-7	-4	-7	-4.1
COc1ccc(Cc2c(-c3cccc(Cl)c3)nc3c(C)cc(Br)cn23)c(C)c1	.	.	4.7	2	-6	.	0	.	-0.8
O=S(=O)(c1ccccc1Cl)N1CCCC(c2nc(-c3cccnc3)no2)C1 (stereo unspecified)	2.0	3	2.7	3	3	5	0	-15	-2.8
CCOc1ccccc1NC(=S)N1CCN(c2ccc(O)cc2)CC1	3.3	0	1.7	?	-2	-2	0	3	-2.3
CCNC(=S)NNC(=O)c1ccoc1C	-1.9	9	-0.4	-11	-2	7	-2	-2	-2.2
CCOC(=O)N1CCN(C(=O)C2COc3ccccc3O2)CC1 (stereo unspecified)	1.1	2	.	14	-3	6	-3	2	-2.6
Cc1nc2ccc(NS(=O)(=O)c3c(F)cc(F)cc3Br)cc2s1	-1.2	-3	-0.8	-9	3	4	16	2	-2.5
Cc1nn(Cc2ccccc2)c2sc(C(=O)NCc3cccnc3)cc12	-2.3	-8	13	-4	24*	-7	0	0	-3.5
C/C(=N\NS(=O)(=O)c1ccccc1)c1ccc2c(c1)OCO2	2.1	2	-2.4	-2	-4	0	3	3	-0.5
COc1ccc(NC(=O)COC(=O)Cc2c[nH]c3ccccc23)cc1Cl	0.5	-4	-1.0	-7	-5	12	-1	-3	0.4
CN1CCN(S(=O)(=O)c2ccc3c(c2)oc(=O)n3C)CC1	-2.3	-3	-1.7	-4	6	7	7	-102	1.0
CNC(=O)C(=O)NCCN1CCN(S(=O)(=O)c2ccc3ccccc3c2)CC1	-0.6	.	-0.6	?	2	-4	1	12	-1.8
CCN(CC(=O)Nc1ccccc1C(F)(F)F)C(=O)CSCc1ccc(C)cc1	-1.5	16	.	-8	5	2	1	-3	-1.2
COc1ccc(CC(=O)N2C[C@H]3C[C@@H](C2)c2cccc(=O)n2C3)cc1	0.4	-8	0.2	2	-4	-2	1	9	-2.8
CCOc1ccc(NC(=O)NC2(C(=O)NCc3ccco3)CCCCC2)cc1	-1.4	-2	.	7	-3	3	2	3	.
COc1ccc(-c2c(C#N)c(N)nc3c2c(=O)n(C)c(=O)n3C)cc1Cl	2.6	-10	-0.1	0	7	12	5	6	-2.7
O=C(Nc1ccc(-c2csc(Nc3cccc(C(F)(F)F)c3)n2)cc1)c1cc([N+](=O)[O-])cc(C(F)(F)F)c1	1.7	2	-0.3	3	2	0	1	11	-4.7
CC1CCCCC1NC(=O)CSc1nnc(COc2ccc(Cl)cc2)o1 (stereo unspecified)	-0.8	-7	-0.9	-1	1	17	-2	-3	-1.1
Cc1cc(C)nc(Nc2ccc(Br)cc2C(=O)O)n1	2.5	-4	0.3	-10	0	1	1	-5	-6.0
O=C(Nc1ccc(F)cc1)c1c(O)c2c(n(Cc3ccccc3)c1=O)CCCC2	-0.6	-12	.	-2	-3	5	-6	6	1.0
CNC(=O)C(=O)N/N=C/c1ccccn1	0.1	-3	-0.6	1	-5	8	-3	7	-3.1
CCN(CC)S(=O)(=O)c1ccc2[nH]c(=O)cc(C(=O)NCc3ccccc3)c2c1	-1.0	1	0.0	2	5	0	-4	6	.
COc1ccc2[nH]cc(/C=C/c3cc[n+](C)cc3)c2c1	-0.7	-1	-11	4	-41	8	-9	-158	0.3
C=CCNC(=O)CSc1nnc(C(CC)N(C)C)n1C1CCCCC1 (stereo unspecified)	0.5	1	4.2	-6	-6	4	-3	6	0.0
Cc1cc(C)c(S(=O)(=O)NCc2cn3ccccc3n2)c(C)c1	-0.7	5	-1.4	0	-5	5	5	4	-1.5
COc1ccc(/C=C\C(=O)NCC(=O)N/N=C/c2ccc(O)cc2O)cc1	5.9	6	-1.7	-5	-3	68*	5	-4	-1.6
Cc1cc(C)cc(-c2nnc(SCc3ccc(C(=O)O)cc3)o2)c1	5.8	-5	-1.4	-3	-10	0	3	-21	-4.6
O=C(Nc1nc2ccccc2[nH]1)Nc1ccccc1F	-1.5	5	-5.8	1	-1	4	-1	4	-1.3
COc1ccccc1-c1ccc2c(c1)O[C@@H](CN(C)C(=O)c1ccncc1)[C@H](C)CN([C@@H](C)CO)S2(=O)=O	.	.	0.1&4.6&0.2	-2	-4	4	9	7	-0.6
NS(=O)(=O)c1ccc(CCNC(=O)CN2CCN(Cc3cccc(C(F)(F)F)c3)CC2)cc1	-0.7	-3	0.1	-4	3	0	0	7	.
CCOC(=O)C1CCCN(C(=O)c2ccc3c(=O)n(Cc4ccccc4OC)c(=S)[nH]c3c2)C1 (stereo unspecified)	-0.4	-2	-0.3	8	12	15	0	7	-1.8
CC(CN1CCCCC1)OC(=O)COc1ccc(Cl)cc1 (stereo unspecified)	0.1	1	-3.4	?	-6	-8	-2	3	-4.9
COc1ccc(/C=N/NC(=O)c2ccc3c(c2)OCO3)c(C(=O)O)c1OC	0.5	1	-0.8	-4	-2	33*	1	-13	-2.2
Cc1cc(NC(=O)CCN2C(=O)C3C4CCC(C4)C3C2=O)cc(C)c1Br (stereo unspecified)	-2.0	4	2.4	-5	0	3	-2	3	-1.5
COc1n[nH]c2nncnc12	0.5	0	-0.7	-1	-33	-9	0	1	-4.6
Cc1ccc(C(=O)NCCc2ccccc2)cc1S(=O)(=O)N1CCOCC1	0.1	-5	-0.5	5	1	1	-3	1	-1.1
COc1ccc(OC)c(-n2c(N)c(C(=O)NCC3CCCO3)c3nc4ccccc4nc32)c1 (stereo unspecified)	.	.	-5.5	?	-2	3	5	7	-4.0
COC(=O)C1=C(C)NC(=O)CC1c1cc(Br)ccc1F (stereo unspecified)	1.3	-15	-2.3	-6	2	1	-4	0	-1.3
CC(C)CN(C(=O)CN(C)C(=O)Cc1ccccc1Cl)c1c(N)n(CC(C)C)c(=O)[nH]c1=O	1.6	3	-0.7	6	-1	-8	0	3	-0.3
COc1ccccc1CNC(=O)CCNS(=O)(=O)c1ccc2c(c1)CC(C)N2C(C)=O (stereo unspecified)	-0.5	-1	-1.3	-8	-1	11	-3	4	-1.1
